ERp5 inh: inhibitors of ERp5-driven insulin aggregation, primary screen, biochemical, turbidity, absorbance 650 nm, single point | 90 min | 0.05% of 350,000 active | Protein disulfide-isomerase A6 (Homo sapiens), Q15084 | AID 651711, 2012 | inhibition, % at 9.99 µM;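 active = mean replicate inhibition above about 25%, with every replicate also reaching it, limit read from the data, passing the limit was not always enough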
Target sequence (Q15084 whole entry, looked up): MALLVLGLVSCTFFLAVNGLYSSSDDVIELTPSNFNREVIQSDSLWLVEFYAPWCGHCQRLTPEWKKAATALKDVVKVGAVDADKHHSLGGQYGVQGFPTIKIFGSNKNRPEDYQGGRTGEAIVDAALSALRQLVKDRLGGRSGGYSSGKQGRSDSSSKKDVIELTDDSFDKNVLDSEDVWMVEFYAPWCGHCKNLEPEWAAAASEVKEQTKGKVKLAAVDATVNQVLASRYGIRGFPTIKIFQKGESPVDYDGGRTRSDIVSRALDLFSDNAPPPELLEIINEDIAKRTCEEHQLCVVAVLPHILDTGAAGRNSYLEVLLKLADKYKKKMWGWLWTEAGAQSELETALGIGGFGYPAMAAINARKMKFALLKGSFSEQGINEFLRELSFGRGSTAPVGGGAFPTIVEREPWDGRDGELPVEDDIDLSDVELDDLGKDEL
XiGFP reactiv: activators of inactive X chromosome reactivation, primary screen, imaging, XiGFP fibroblasts, GFP high-content imaging, set 2 | XiGFP mouse fibroblasts, % GFP-positive cells imaging, 3 d; cells co-treated with 5-aza-dC sensitizer; scaled so ellipticine positive control = 100% | 0.055% of 360,000 active | activation, % at 7.58 µM;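 active = mean normalized replicate activation at least 10% and every replicate at or above 10%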;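 note: 0% = median of on-plate neutral control wells and 100% = ellipticine 6 µM median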
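Material: XiGFP fibroblasts, SV40-immortalized. Buffer or medium: DMEM plus 5-aza-dC sensitizer. Compound: single concentration per compound, delivered by pin transfer. Times: 3 days compound exposure. Controls: ellipticine 6 µM.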
RAD54 inh: inhibitors of human RAD54 branch migration, primary screen, biochemical, fluorescence, single point | DNA repair and recombination protein RAD54-like (Homo sapiens), Q92698 | 0.14% of 360,000 active | AID 602329, 2012 | RAD54 Holliday junction branch migration, FAM/BHQ fluorescence | inhibition, % at 10.4 µM;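 active = mean normalized replicate activity at least 40 and at least half of replicates scoring 40 or more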;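 note: 0% = median of neutral control wells and 100% = median of positive control wells; inhibitors cause a drop in the FAM fluorescence signal; in these data hits start at about 50%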
E-sel inducer: E-selectin induction in HUVECs, primary screen, imaging, HUVEC, immunofluorescence imaging, single point | normalized: neutral wells 0, TNF-alpha wells 100 | activation, % at 7.58 µM | 0.37% of 260,000 active | AID 686992, 2013;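 active = mean E-selectin-positive cell signal at least 10% of the positive control, reached in at least 60% of replicates, without over 20% cell loss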;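 note: in these data hits start at about 27%; measured in HUVEC primary endothelial cells; signal is the percent of cells scored E-selectin positive by PE staining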
Target sequence (P16581 whole entry, looked up): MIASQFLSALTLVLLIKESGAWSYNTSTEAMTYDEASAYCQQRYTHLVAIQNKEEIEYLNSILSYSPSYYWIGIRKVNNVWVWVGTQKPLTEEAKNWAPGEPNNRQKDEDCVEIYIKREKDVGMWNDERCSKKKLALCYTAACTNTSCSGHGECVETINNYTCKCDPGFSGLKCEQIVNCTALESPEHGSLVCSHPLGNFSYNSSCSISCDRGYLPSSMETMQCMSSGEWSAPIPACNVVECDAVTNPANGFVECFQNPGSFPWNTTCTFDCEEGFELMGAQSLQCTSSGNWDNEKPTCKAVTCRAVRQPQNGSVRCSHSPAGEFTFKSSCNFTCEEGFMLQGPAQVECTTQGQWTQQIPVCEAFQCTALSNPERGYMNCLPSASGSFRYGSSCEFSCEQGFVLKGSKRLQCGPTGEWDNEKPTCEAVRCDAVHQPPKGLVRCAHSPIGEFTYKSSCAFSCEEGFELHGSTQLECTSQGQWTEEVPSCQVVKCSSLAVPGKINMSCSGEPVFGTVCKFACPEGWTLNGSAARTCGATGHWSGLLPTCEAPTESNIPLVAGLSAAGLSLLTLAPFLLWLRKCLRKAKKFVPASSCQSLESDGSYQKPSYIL
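Assay system: HUVEC, human umbilical vein endothelial cells / Amount: 3,000 HUVEC/well / Controls: TNF-alpha positive control, DMSO neutral control / Compound dosing: single concentration / Medium: EGM-2 over gelatin coat / Evaluation: percent E-selectin-positive cells / Signal: immunofluorescence imaging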
ERAP1 HTS inh: human ERAP1 aminopeptidase inhibitors, primary screen, biochemical, single point, plate reader. Endoplasmic reticulum aminopeptidase 1 (Homo sapiens), Q9NZ08. recombinant ERAP1, Leu-AMC fluorescence, 60 min. 0.15% of 340,000 active. inhibition, % at 10.7 µM;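 active = mean replicate inhibition of at least 30%, or all replicates individually reaching that 30% level; inactive = mean below 30% and not every replicate reaching it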;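 note: 0% = neutral control wells and 100% = L-leucinethiol positive control wells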
S100A4 inh HTS: inhibitors of S100A4-myosin IIA peptide binding, primary screen, biochemical, fluorescence polarization, TAMRA-MyoIIA peptide; inhibition, % at 10.7 µM; 0.14% of 360,000 active;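 active = mean inhibition of at least 70% across replicates, with every replicate also reaching that level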
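Test system – S100A4 monomer (human) · Compound – single-point compound testing · Schedule – 5 min incubation before reading · Probe or stimulus – TAMRA-labelled myosin IIA heavy-chain peptide probe, 5 nM · Benchmarks – neutral control DMSO, positive control TFP · Medium – Calcium-containing HEPES buffer, pH 7.2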
RAD52 inh: RAD52 DNA annealing inhibitors, primary screen, biochemical, FRET, single point, set 2. AID 651710, 2012. recombinant RAD52 DNA annealing, FRET fluorescence. DNA repair protein RAD52 homolog (Homo sapiens), P43351. 0.46% of 360,000 active. inhibition, % at 18.7 µM;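 active = every replicate showing at least 50% inhibition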
esBAF inh: Bmi1 luciferase reporter increase in mESCs, primary screen, esBAF inhibitor project, mouse ES cells, Bmi1 luciferase knock-in, single point. 24 h; 100% = twice the neutral-well signal. reporter increase, % at 12.5 µM. 2% of 350,000 active. AID 602393, 2012; in the data active = activation above about 40%;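 note: 0% = median of the plate's neutral control wells and 100% = double that signal; a rise in the Bmi1 reporter signal indicates esBAF inhibition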
Numbers without * were called inactive; / = not tested or not shown; & = joins results of further samples.

Start of the listing, in advance, ten compounds:
SMILES	ERp5 inh	XiGFP reactiv	RAD54 inh	E-sel inducer	ERAP1 HTS inh	S100A4 inh HTS	RAD52 inh	esBAF inh
CC(=O)C1C(=O)C=C(c2cccs2)CC1c1ccccc1 (configuration not stated)	-1.5	0.2	4.9	/	5.2	-5.4	-16.6	/
C/C(=N/NS(=O)(=O)c1cccc([N+](=O)[O-])c1)c1ccc2c(c1)OCO2	3.5	0.0	-4.3	-1.4	-0.6	-7.9	-6.2	-1.0
CC(C)(C)NC(=O)C(c1ccncc1)N(C(=O)CNC(=O)c1ccco1)c1ccc(F)cc1 (configuration not stated)	0.2	0.0	-3.2	/	-0.9	-3.9	13.8	-6.1
O=C([C@H]1[C@H](CO)[C@H]2Cn3c(cccc3=O)[C@@H]1N2Cc1cocn1)N1CCCCC1	-0.5	0.1	-7.5	-0.3	-2.5	19.3	10.0	-4.8
Cc1cccc(NC(=O)C(CCC(N)=O)NC(=O)OCc2ccccc2)c1 (configuration not stated)	-1.6	-0.1	-6.4	/	-3.6	-4.5	3.3	2.2
COc1cc(CNCc2ccccc2)c(Br)cc1OC1CCCC1	2.0	0.0	3.1	/	-8.1	0.2	11.0	-7.4
COc1ccc(OC)c(S(=O)(=O)NCCC(C)C)c1	-5.1	0.0	-0.2	1.8	-1.0	0.8	-7.7	-3.8
Cc1cc(Br)ccc1SCC(=O)OCC(=O)NC(C)c1ccccc1 (configuration not stated)	-0.9	0.7	/	-2.6	5.0	-6.3	-5.5	/
COC(=O)C(C)NC(=S)N1CCN(c2c(F)cc3c(=O)c(C(=O)O)cn(C4CC4)c3c2OC)CC1C (configuration not stated)	6.7	0.0	/	1.7	7.8	20.0	-18.5	1.6
CN1CCN(CC(=O)Nc2nc3c(s2)CCCC3)CC1	-7.8	0.1	4.7	1.0	/	-1.0	-17.3	2.5

Results, from the first entry:
SMILES	ERp5 inh	XiGFP reactiv	RAD54 inh	E-sel inducer	ERAP1 HTS inh	S100A4 inh HTS	RAD52 inh	esBAF inh
CC(=O)C1C(=O)C=C(c2cccs2)CC1c1ccccc1 (configuration not stated)	-1.5	0.2	4.9	/	5.2	-5.4	-16.6	/
C/C(=N/NS(=O)(=O)c1cccc([N+](=O)[O-])c1)c1ccc2c(c1)OCO2	3.5	0.0	-4.3	-1.4	-0.6	-7.9	-6.2	-1.0
CC(C)(C)NC(=O)C(c1ccncc1)N(C(=O)CNC(=O)c1ccco1)c1ccc(F)cc1 (configuration not stated)	0.2	0.0	-3.2	/	-0.9	-3.9	13.8	-6.1
O=C([C@H]1[C@H](CO)[C@H]2Cn3c(cccc3=O)[C@@H]1N2Cc1cocn1)N1CCCCC1	-0.5	0.1	-7.5	-0.3	-2.5	19.3	10.0	-4.8
Cc1cccc(NC(=O)C(CCC(N)=O)NC(=O)OCc2ccccc2)c1 (configuration not stated)	-1.6	-0.1	-6.4	/	-3.6	-4.5	3.3	2.2
COc1cc(CNCc2ccccc2)c(Br)cc1OC1CCCC1	2.0	0.0	3.1	/	-8.1	0.2	11.0	-7.4
COc1ccc(OC)c(S(=O)(=O)NCCC(C)C)c1	-5.1	0.0	-0.2	1.8	-1.0	0.8	-7.7	-3.8
Cc1cc(Br)ccc1SCC(=O)OCC(=O)NC(C)c1ccccc1 (configuration not stated)	-0.9	0.7	/	-2.6	5.0	-6.3	-5.5	/
COC(=O)C(C)NC(=S)N1CCN(c2c(F)cc3c(=O)c(C(=O)O)cn(C4CC4)c3c2OC)CC1C (configuration not stated)	6.7	0.0	/	1.7	7.8	20.0	-18.5	1.6
CN1CCN(CC(=O)Nc2nc3c(s2)CCCC3)CC1	-7.8	0.1	4.7	1.0	/	-1.0	-17.3	2.5
Cc1ccc(C)c(S(=O)(=O)N2CCN(c3nc(-c4cccnc4)nc4ccccc34)CC2)c1	2.4	0.6	-0.2	0.0	-3.0	-4.3	-64.5	2.0
COc1ccccc1-c1cnc2c(c1)C(=O)N([C@@H](C)CO)C[C@H](C)[C@@H](CN(C)Cc1cccc(F)c1)O2	2.6	-0.3	-6.2	-0.6	-1.6	-13.5	-1.8	-6.1
C=CCC[C@H](Cc1ccc(F)cc1)C(=O)OC[C@H](C)NC(=O)[C@H](CC=C)CC(=O)N(CCO)Cc1ccccc1	3.8	0.1	0.8	-0.1	-0.7	7.4	-7.1	-2.6
CCCn1c(N)c(N(CCOC)C(=O)COC(=O)COc2c(C)cc(C)cc2C)c(=O)[nH]c1=O	5.2	-0.1	-2.4	-0.1	-3.7	-2.5	8.2	3.7
CC(C)(C)OC(=O)C[C@@H]1C/C=C\C[C@@H](CC(=O)NCCO)C(=O)NCCOC1=O	-2.1	-0.7	-2.6	0.0	-3.3	-2.0	-28.3	6.1
Cc1ccc(OCc2nc(-c3ccccn3)no2)cc1	4.9	/	3.6	/	-1.5	-5.9	-14.8	2.2
COc1ccc2c3c(n(C)c2c1)[C@H](CO)N(C(=O)Cc1ccccn1)CC31CN(CC2CC2)C1	-6.2	0.4	/	-0.4	1.0	0.9	0.6	/
COc1ccc(CCNC(=O)Cn2nnc(-c3ccccc3F)n2)cc1OC	2.3	/	/	/	-0.6	5.6	-10.9	-2.4
O=C1C(NS(=O)(=O)c2ccc(Cl)cc2)=C(N2CCCCC2)C(=O)c2ccccc21	11.9	0.5	/	-0.1	-0.4	-2.7	-14.1	/
C(=C\c1ccccc1)/CSc1nnc(-c2ccccn2)n1Cc1ccco1	-0.5	/	-2.1	/	1.8	-1.6	-23.3	-1.4
COc1ccc(S(=O)(=O)NCc2cccnc2)cc1	2.3	0.1	-13.8	1.1	0.8	7.0	-16.3	-2.5
O=C(CSc1ccc([N+](=O)[O-])cc1)NNC(=O)c1ccccc1F	-22.0	0.1	9.4	/	4.1	2.2	-18.2	-3.4
C[C@@H]1CN([C@@H](C)CO)C(=O)c2cccc(NC(=O)Nc3ccc(C(F)(F)F)cc3)c2O[C@H]1CN(C)Cc1ccc2c(c1)OCO2	-2.1	-0.2	-1.5	/	1.0	-3.7	1.7	3.8
COc1ccc2c3c([nH]c2c1)[C@@H](CO)N(C(=O)CN1CCOCC1)CC31CCN(C)CC1	1.5	-0.1	/	-0.2	-2.0	-0.2	2.3	/
O=C(O)c1ccc(-c2ccccc2)[nH]1	2.8	/	-5.2	/	3.8	-11.5	-26.6	6.9
O=C(Nc1cccc(-c2cccc(F)c2)c1)C1CCN(CC2CCOC2)CC1 (configuration not stated)	0.9	0.0	9.7	0.1	7.4	-3.8	-50.6	-2.2
COC(=O)c1c(C(=O)OC)c(-c2ccc(OC)cc2)n2c1CS(=O)C2 (configuration not stated)	0.7	0.2	4.5	1.2	1.8	0.3	-9.1	0.4
C[C@H]1CN([C@@H](C)CO)C(=O)c2cccc(NS(=O)(=O)c3cccs3)c2O[C@H]1CN(C)Cc1ccccc1	2.7	0.0	-11.3	0.3	-2.4	-10.7	-23.0	2.8
O=P(Cc1ccccc1)(Cc1ccccc1)c1ccccc1	-7.6	-0.1	/	-0.3	1.9	-15.5	5.1	/
Cc1nc2ccccc2c(=O)n1/N=C/c1ccc(O)cc1	3.4	/	-3.7	/	-2.5	-1.4	-9.0	-10.1
CC(=O)c1c(-c2ccc(Cl)cc2)c2ccccc2[nH]c1=O	6.4	0.1	-7.4	/	-0.9	-0.5	-4.3	0.5
COCC#Cc1cnc2c(c1)C(=O)N([C@@H](C)CO)C[C@H](C)[C@H](CN(C)C(=O)CCN1CCCCC1)O2	0.4	-0.7	3.5	0.2	0.0	13.9	-3.6	0.6
CC(=O)Oc1ccc2c(=O)c(/C=N/c3cc(=O)[nH]c(=S)[nH]3)coc2c1	2.2	0.4	-3.5	-0.2	/	-0.2	-5.9	-3.5
C[C@H](CO)N1C[C@H](C)[C@@H](CN(C)C(=O)Cc2ccccc2)OCCCC[C@H](C)Oc2ccc(NC(=O)c3ccccc3)cc2C1=O	13.9	0.0	-5.4	/	1.4	-13.9	14.3	-7.9
C[C@@H]1CCCCO[C@@H](CN(C)C(=O)Nc2cccc3ccccc23)[C@@H](C)CN([C@H](C)CO)C(=O)c2cc(NC(=O)Nc3cccc4ccccc34)ccc2O1	-3.9	0.0	2.6	-0.2	-2.4	-17.1	0.5	-6.0
COc1ccc(CNC(=O)c2cc(COc3c(F)cccc3F)on2)cc1OC	-1.2	0.0	/	/	-1.7	1.9	0.5	/
CC1(C(=O)NS(=O)(=O)c2cccc(F)c2)CCN1C(=O)CCc1ccc(Cl)cc1Cl (configuration not stated)	0.6	0.1	-7.7	2.5	5.0	-0.3	-5.7	-4.8
C[C@H]1CN([C@@H](C)CO)C(=O)CCCn2nncc2CO[C@@H]1CN(C)S(=O)(=O)c1ccc(-c2ccccc2)cc1	1.5&-5.3	0.1&0.1	-2.5&-12.5	1.9&1.0	-2.2&-1.2	6.0&-2.0	-0.1&6.7	-4.5&1.0
CO[C@@H](CN(C)S(=O)(=O)c1cn(C)cn1)[C@H](C)CN(C(=O)Nc1ccc(F)cc1)[C@@H](C)CO	-1.1	0.0	0.8	-0.1	1.8	9.0	-7.2	3.8
O=C(Nc1ccccc1OC(F)F)C1CC(=O)N(Cc2ccccc2)C1 (configuration not stated)	-0.8	0.0	/	2.1	-0.3	3.8	6.9	-6.1
Nc1cc2[nH]c(=O)c3ccccc3c2cc1[N+](=O)[O-]	5.0	0.4	/	0.1	-1.0	4.3	-4.0	/
COc1ccc(N2CC(C(=O)N[C@@H](C)C(=O)NC(C)c3ccccc3)CC2=O)cc1 (some centres not stated)	-0.6	0.0	-3.6	-0.3	1.5	1.8	3.3	-3.5
CCCCC(=O)N(CCC)CCC	3.3	0.0	-4.7	-0.4	-1.3	-17.0	0.3	-1.1
CN(C)c1ccc(/C=C2\CCCc3c2nc2ccccc2c3C(=O)O)cc1	0.9	0.3	-31.5	0.0	6.7	-63.3	-93.6	58.8*
CC(=O)c1ccc(S(=O)(=O)N2CCN(c3nc(-c4cccnc4)nc4ccccc34)CC2)cc1	1.1	0.1	-3.2	-0.5	-5.6	-3.9	-48.2	5.2

The order is random; 2.5% or so of the library scored in one or more.
